# TDP2 absorb – TDP2 (human) inhibition, absorbance primary screen; recombinant TDP2, T5PNP hydrolysis, p-nitrophenol absorbance 415 nm; AID 720702; 370,000 compounds, 0.34% hits; inhibition, % at 12.8 µM;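 active means inhibition above the mean of all tested compounds plus 3 SD, set per campaign, cut at about 25% in these data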;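 further: 0% = DMSO with enzyme and 100% = buffer with substrate but no TDP2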
#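 System: recombinant human TDP2 / Amount: 120 nM TDP2 per well / Also added: 5 mM T5PNP chromogenic substrate / Doses: 12.8 µM single point, 1% DMSO / Incubation: 2 h at 37 °C / Detection: p-Nitrophenol epi absorbance / Evaluation: % inhibition relative to enzyme-containing and enzyme-free wells / Repeats: singlicate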
# SIAE primary – blocks human sialic acid acetylesterase | AID 1053197 | inhibition, % at 9.66 µM | SIAE FP-Rh probe binding, fluorescence polarization | 370,000 compounds, 0.69% hits;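 active means inhibition above a cutoff: mean of compounds within the control limits plus 3 SD of those, cut at about 17% in these data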;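 further: 0% = plate median of compound wells and 100% = probe without SIAE protein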
# Target sequence (Q9HAT2 whole entry, looked up): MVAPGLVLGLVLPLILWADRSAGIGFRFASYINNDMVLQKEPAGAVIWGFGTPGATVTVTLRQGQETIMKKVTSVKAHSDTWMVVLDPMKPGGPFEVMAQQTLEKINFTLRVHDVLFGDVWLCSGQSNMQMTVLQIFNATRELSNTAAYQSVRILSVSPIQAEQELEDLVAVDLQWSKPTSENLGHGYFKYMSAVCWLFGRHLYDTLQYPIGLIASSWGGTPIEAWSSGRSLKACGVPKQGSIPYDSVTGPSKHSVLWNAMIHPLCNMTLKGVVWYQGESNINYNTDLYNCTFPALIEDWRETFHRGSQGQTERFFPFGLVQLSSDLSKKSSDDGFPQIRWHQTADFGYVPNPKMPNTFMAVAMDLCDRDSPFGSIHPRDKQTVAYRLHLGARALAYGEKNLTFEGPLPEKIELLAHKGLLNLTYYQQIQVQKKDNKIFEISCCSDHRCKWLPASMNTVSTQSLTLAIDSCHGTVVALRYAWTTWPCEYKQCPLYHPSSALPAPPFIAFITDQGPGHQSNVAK
# ABHD4 inh – ABHD4 (mouse) inhibition, primary FP screen. purified mABHD4, FP-Rh probe fluorescence polarization. inhibition, % at 8.92 µM. 370,000 compounds, 0.54% hits. AID 720543;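 active means inhibition exceeding the mean over every tested compound plus 3 SD, cut at about 30% in these data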;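 further: 0% = plate median of compound wells and 100% = S159A mutant with DMSO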
#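 Test system: mouse ABHD4 enzyme, wild type. Reagent: FP-Rh fluorescent activity-based probe, added after compound pre-incubation. Timing: pre-incubation 45 min, probe exposure 60 min, at 25 °C. Technique: FP readout, ex 525 nm / em 598 nm. Benchmarks: high control S159A mutant with DMSO, low control median of compound wells.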
# HTRA1 inhibitor – blocks human HTRA1 serine peptidase; Q92743; recombinant HTRA1, FP-rhodamine activity-based probe, fluorescence polarization; inhibition, % at 5.96 µM; 340,000 compounds, 0.5% hits; in the data active means inhibition above about 36%;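 further: 0% = enzyme with DMSO and 100% = wells lacking enzyme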
# LEDGF integ inh – blocks HIV-1 LEDGF/p75-dependent DNA integration | TR-FRET IN-LEDGF/p75 DNA integration, Eu/Cy5 | inhibition, % at 3.7 µM | 370,000 compounds, 0.64% hits | AID 743269;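 active means inhibition above the screen-wide mean plus 3 SD, cut at about 13% in these data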;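 further: signal is the Cy5 over europium emission ratio at 671 and 618 nm; 0% = plate median of compound wells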
# DDE Tn7 FP inh – DD(E)-Tn7 binding inhibition, primary FP screen. P02675. FP displacement of FITC-Tn7 peptide from fibrin DD(E); 0% = median of compound wells per plate. inhibition, % at 8.3 µM. 370,000 compounds, 0.13% hits. AID 720508;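 active means inhibition above the mean of compounds falling within the control limits plus 3 SD of them, cut at about 14% in these data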;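 further: 0% = plate median of compound wells and 100% = 10 µM Aha-Tn7 peptide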
#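 Also added: labelled Tn7 tracer, 0.1 µM; Assay system: human fibrin DD(E) protein; Amount: 2 µM fibrin DD(E); Schedule: 10 min compound pre-incubation, 3 h probe incubation at room temperature; Repeats: one replicate per compound; Read-out basis: percent inhibition; Measured by: fluorescence polarization of the labelled Tn7 tracer.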
# UHRF1 MBD2 ctr – human UHRF1 methylated DNA binding inhibitors. Q96T88. UHRF1 binding to methylated oligo, TR-FRET. inhibition, % at 4.4 µM. 370,000 compounds, 0.75% hits; in the data active means inhibition above about 21%;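 further: UHRF1 SRA domain binding a hemimethylated CpG hairpin DNA probe; 0% = median of test compound wells and 100% = reference inhibitor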
# PG9 binder – PG9 antibody binding by small molecule; TR-FRET gp120-PG9 antibody binding; inhibition, % at 6.7 µM; 360,000 compounds, 0.43% hits; AID 624416; in the data active means inhibition above about 8.5%
# TCR-CD3 inh – inhibitors of human TCR-CD3 interaction | TAMRA-labeled TCR probe fluorescence, biochemical | inhibition, % at 9.4 µM | 360,000 compounds, 0.37% hits; in the data active means inhibition above about 19%;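 further: recombinant mutant TCR 2C K166C tagged with TAMRA read by polarization; 0% = receptor in buffer alone and 100% = receptor with positive control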
# PRMT1 inh – blocks human protein arginine methyltransferase 1; Q99873; recombinant PRMT1, activity-based probe fluorescence polarization; inhibition, % at 2.79 µM; 370,000 compounds, 1.3% hits; AID 652257;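 active means inhibition above about 21% made by adding two undisclosed values, limit read from the data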
# Target sequence (Q99873 whole entry, looked up): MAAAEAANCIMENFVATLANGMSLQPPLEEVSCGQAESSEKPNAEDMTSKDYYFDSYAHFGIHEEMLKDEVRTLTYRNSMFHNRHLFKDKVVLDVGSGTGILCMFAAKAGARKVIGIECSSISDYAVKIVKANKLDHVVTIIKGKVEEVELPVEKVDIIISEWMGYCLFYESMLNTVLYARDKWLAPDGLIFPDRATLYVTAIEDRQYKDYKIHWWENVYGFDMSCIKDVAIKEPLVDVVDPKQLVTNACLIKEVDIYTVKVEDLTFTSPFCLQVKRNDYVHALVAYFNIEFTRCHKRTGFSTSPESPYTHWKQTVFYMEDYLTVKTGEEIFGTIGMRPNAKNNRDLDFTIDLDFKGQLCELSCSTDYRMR
# The depositor's hits bear a star; . = not tested or not shown.
SMILES,TDP2 absorb,SIAE primary,ABHD4 inh,HTRA1 inhibitor,LEDGF integ inh,DDE Tn7 FP inh,UHRF1 MBD2 ctr,PG9 binder,TCR-CD3 inh,PRMT1 inh
Cc1ccc2c(C)c(C(=O)N(Cc3ccncc3)CC3CCCO3)oc2c1C (centres undefined),6,4,3,-4,-4,-2,-1,-2.7,-2,4
CC(Cc1ccccc1)N1CCCC1=O (centres undefined),7,-3,0,3,2,1,-1,-0.1,-4,-1
CCN(CC)S(=O)(=O)c1ccc(OC)c(NC(=O)COc2ccccc2[N+](=O)[O-])c1,8,-4,2,-1,7,-2,-1,2.6,-4,3
COc1ccc(-c2c(-c3cc(OC)cc(OC)c3)n(C)c3ccc(-c4ccc(SC)cc4)cc23)cc1,-1,3,-2,-5,2,-1,-1,-2.7,3,-5
O=C(/C=C/c1ccc(F)cc1)NC(=S)NNC(=O)c1cccnc1,-23,1,17,3,-2,-7,-11,-2.6,3,3
O=C(Cc1cccs1)N/N=C\c1ccc(O)cc1,-1,4,-1,0,1,6,-1,-3.5,3,-1
COc1cc(/C=C2/NC(=O)NC2=O)cc(Br)c1OCc1ccc(C(=O)O)cc1,6,-1,-3,5,2,-1,2,-3.1,5,-1
CC1(C)CC(=O)C(/C=N/n2cnc3ccccc3c2=O)=C(O)C1,9,5,5,10,-1,-8,-2,2.8,-4,3
CCCCNC(=O)COC(=O)c1cc2c(C)nn(-c3ccccc3)c2s1,-4,-16,-2,-2,-2,-1,-5,2.1,5,-2
O=C(OCc1ccccc1)/C(=C(\O)c1ccccc1Br)c1ccc(-c2ccccc2)cn1,7,2,5,-15,1,-2,2,0.6,1,0
CN(C(=O)COC(=O)c1cccnc1Cl)C1CCCCC1,-8,-1,6,-2,1,-12,-2,-1.6,2,-2
CCc1nnc(NC(=O)CCC(=O)N2CCCC(O)C2)s1 (centres undefined),-2,5,6,-8,-8,-5,2,-0.9,-8,1
O=C(C1CCN(S(=O)(=O)c2cccc3nsnc23)CC1)N1CCCc2ccccc21,-8,-5,5,-6,4,-7,6,0.6,4,-2
Cc1ccc2c(nc3s/c(=C/c4cccs4)c(=O)n32)c1C,7,-1,-2,3,-1,-2,0,1.3,2,-1
CC(=O)Oc1c(Cl)c(N2CCOCC2)c(OC(C)=O)c2ccccc12,-3,1,1,-1,-3,2,-2,1.1,3,0
COc1ccc(CNC(=O)Cn2cc(C(F)(F)F)ccc2=O)cc1OC,3,0,-10,2,6,-5,-2,-1.4,1,-1
O=C(COC(=O)Cc1ccccc1F)Nc1ccc2c(c1)OCCO2,-3,-1,-2,1,-2,1,3,0.9,8,-2
CC(C)(C)C(=O)Nc1ccc(C(=O)Nc2cccnc2)cc1,8,1,-5,4,2,0,-2,1.4,9,-4
CCOC(=O)CNC(=O)c1cnn2cccnc12,-2,0,-4,-1,0,-3,-1,-2.6,7,-3
CNc1csc(C)c(C)c1=O,5,4,0,-2,2,4,-1,2.8,4,0

# Results in HTRA1 inhibitor, SIAE primary and PRMT1 inh, for some of the entries so far:
mol | HTRA1 inhibitor | SIAE primary | PRMT1 inh
CNc1csc(C)c(C)c1=O | -2 | 4 | 0
CCc1nnc(NC(=O)CCC(=O)N2CCCC(O)C2)s1 (centres undefined) | -8 | 5 | 1
CC(=O)Oc1c(Cl)c(N2CCOCC2)c(OC(C)=O)c2ccccc12 | -1 | 1 | 0
CN(C(=O)COC(=O)c1cccnc1Cl)C1CCCCC1 | -2 | -1 | -2

# Next part
SMILES,TDP2 absorb,SIAE primary,ABHD4 inh,HTRA1 inhibitor,LEDGF integ inh,DDE Tn7 FP inh,UHRF1 MBD2 ctr,PG9 binder,TCR-CD3 inh,PRMT1 inh
Cc1sc2nc(CN3CCOCC3)nc(N3CCC(C(N)=O)CC3)c2c1C,-13,0,0,3,1,-2,3,-1.2,-2,3
O=C(O)[C@@H]1CCCN(S(=O)(=O)c2cccc3cccnc23)C1,15,14,-5,-2,-2,-4,1,0.9,9,1
CCOC(=O)c1c(NC(=O)CSc2nnc(C)o2)sc(C)c1C,-10,0,-5,11,-1,0,5,1.4,-4,-5
COc1ccc(NC(=O)CN2CCCCCC2)cc1OC,-15,3,4,4,-1,1,-1,0.5,2,-2
O=c1sc(/C=N/Nc2ccccc2)c(Cl)n1Cc1ccccc1,7,4,3,-7,-3,-6,-5,-3.0,5,59*
COc1ccc(CCNC(=O)c2c(N)[nH]c(C(=O)c3ccccc3)c2-c2ccc(N(C)C)cc2)cc1,-10,-7,9,.,1,-3,3,.,.,-2
COc1ccc(NS(=O)(=O)c2cc3c(cc2C)N(C(C)=O)CCO3)c(OC)c1,6,1,2,7,1,-9,0,-0.7,1,1
O=C(CC1OC(=O)c2ccccc21)Nc1ccccc1N1CCOCC1 (centres undefined),5,4,4,1,0,-8,-3,0.5,3,-1
OCCN1CCN(c2nc(-c3ccccc3O)nc3ccccc23)CC1,2,-4,4,-16,-3,-5,1,-1.0,-1,-1
CCSc1nnc(NC(=O)CSc2nc(C)cc(C)n2)s1,6,3,-3,-3,3,-5,0,0.5,-3,-6

# Pulled by compound from the list above (four):
SMILES,TDP2 absorb,SIAE primary,ABHD4 inh,HTRA1 inhibitor,LEDGF integ inh,DDE Tn7 FP inh,UHRF1 MBD2 ctr,PG9 binder,TCR-CD3 inh,PRMT1 inh
CCSc1nnc(NC(=O)CSc2nc(C)cc(C)n2)s1,6,3,-3,-3,3,-5,0,0.5,-3,-6
COc1ccc(NS(=O)(=O)c2cc3c(cc2C)N(C(C)=O)CCO3)c(OC)c1,6,1,2,7,1,-9,0,-0.7,1,1
OCCN1CCN(c2nc(-c3ccccc3O)nc3ccccc23)CC1,2,-4,4,-16,-3,-5,1,-1.0,-1,-1
O=c1sc(/C=N/Nc2ccccc2)c(Cl)n1Cc1ccccc1,7,4,3,-7,-3,-6,-5,-3.0,5,59*

# (further entries)
SMILES,TDP2 absorb,SIAE primary,ABHD4 inh,HTRA1 inhibitor,LEDGF integ inh,DDE Tn7 FP inh,UHRF1 MBD2 ctr,PG9 binder,TCR-CD3 inh,PRMT1 inh
CC(C)CN1CCC(CN(C)Cc2nc(-c3cnccn3)no2)CC1,4,11,0,-4,4,-2,-1,-1.3,5,-6
CN(C)C(=O)CSc1ccccc1C(=O)OCC(=O)NC1CC1,-16,0,-7,-2,0,2,5,1.0,-11,10
CCOC1=CC(=O)N(Cc2ccccc2)C1,0,-6,-1,6,-3,-3,1,0.3,2,-2
Cc1cc(=O)oc2c3c(cc(OCC(=O)Nc4cccnc4)c12)OC(C)(C)CC3,1,-1,-2,2,-2,5,-1,1.4,6,-4
Cn1c(SCC(=O)N2CCOCC2)nc(O)cc1=O,5,-2,4,-1,-2,4,4,0.7,-1,0
O=C1CC(c2ccccc2)=C(c2ccccc2)C1c1ccccc1 (centres undefined),3,-6,-6,-24,5,-4,-1,-3.5,9,-3
O=C(Nc1ccc(Cl)c(S(=O)(=O)N2CCCC2)c1)c1nn(CCO)c(=O)c2ccccc12,-8,-21,-15,-18,0,5,1,-0.3,-3,6
COc1cccc(/C=C/C(=O)Nc2ccc3c(c2)OCCO3)c1,4,1,-8,-14,5,-7,0,-0.7,3,1
O=C(O)C1C2CCC(O2)C1C(=O)Nc1ccc(OC(F)F)cc1 (centres undefined),-16,0,8,3,2,6,4,-0.6,6,-2
CS(=O)Cc1cc(Sc2ccccc2)nc(-c2ccncc2)n1 (centres undefined),14,-7,-1,2,2,-10,-4,-2.0,6,-1

# Record cards, as listed above:
# Cn1c(SCC(=O)N2CCOCC2)nc(O)cc1=O reads TDP2 absorb: 5; SIAE primary: -2; ABHD4 inh: 4; HTRA1 inhibitor: -1; LEDGF integ inh: -2; DDE Tn7 FP inh: 4; UHRF1 MBD2 ctr: 4; PG9 binder: 0.7; TCR-CD3 inh: -1; PRMT1 inh: 0
# COc1cccc(/C=C/C(=O)Nc2ccc3c(c2)OCCO3)c1 reads TDP2 absorb: 4; SIAE primary: 1; ABHD4 inh: -8; HTRA1 inhibitor: -14; LEDGF integ inh: 5; DDE Tn7 FP inh: -7; UHRF1 MBD2 ctr: 0; PG9 binder: -0.7; TCR-CD3 inh: 3; PRMT1 inh: 1

# Additional structures
SMILES,TDP2 absorb,SIAE primary,ABHD4 inh,HTRA1 inhibitor,LEDGF integ inh,DDE Tn7 FP inh,UHRF1 MBD2 ctr,PG9 binder,TCR-CD3 inh,PRMT1 inh
Cc1ccc(S(=O)(=O)N2CCCC2CNC(=O)C(=O)NC2CCCC2)cc1 (centres undefined),1,-4,3,4,1,0,1,1.2,5,-1
O=C(c1ccc(F)cc1)N(C(=O)c1ccc(F)cc1)c1ncccn1,4,5,8,-6,-1,5,2,-0.1,-4,3
CC1=C(C(N)=O)C(c2ccc(Cl)cc2Cl)n2ncnc2N1 (centres undefined),-2,6,-13,4,-2,2,1,0.2,1,1
CN1CCN(Cc2cn[nH]c2-c2ccc(F)cc2F)[C@@H](c2ccccc2)C1,12,-1,-1,1,4,0,-2,1.1,3,-2
CCCOc1ccc(N2C(=O)CC(N3CCN(S(=O)(=O)c4ccccc4)CC3)C2=O)cc1 (centres undefined),2,-3,-2,0,0,8,3,-0.8,4,11
Cc1cccc(C(=O)NCC(c2ccco2)N(C)C)c1 (centres undefined),4,3,4,-6,-4,-6,3,0.1,-1,6
Cc1cccc(NC(=O)COc2cccc3c2CCN(Cc2ccccc2)C3=O)c1C,-1,8,-4,-18,0,-5,4,-1.9,2,2
Cn1cccc1C(=O)OCC(=O)N1c2ccccc2NC(=O)C1(C)C,-6,1,2,-6,-2,-3,2,-2.5,4,0
CCc1ccccc1NC(=O)C1c2ccccc2Oc2ccccc21,10,-7,-3,0,0,-6,1,-1.7,-3,0
COc1ccc(CCN(C(=O)/C=C/C(=O)O)C2CC(=O)N(c3ccccc3)C2=O)cc1 (centres undefined),6,-1,6,.,3,4,0,0.7,5,4
CNc1ccc(Br)cc(C(=O)/C=C/c2ccc(OC)cc2)c1=O,-7,5,41*,45*,30*,4,12,0.3,-1,44*
Cc1ccccc1COc1ccc(/C=N/NC(=O)c2nnn(-c3nonc3N)c2CN2CCC(C)CC2)cc1,-1,-29,-12,-40,-1,-4,1,-3.1,5,-3

# Source: PubChem BioAssay
